LGR2 antag: blocks bursicon-induced cAMP signaling via Drosophila LGR2. HEK293 LGR2, CRE-luciferase, bursicon-stimulated, 4 h. inhibition, % at 9.99 µM. 380,000 compounds, 0.35% hits. AID 720647;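 active means drop in luminescence signal, shown as inhibition above about 50% in the replicate tests, limit read from the data, passing the limit was not always enough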;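 further: agonist challenge used bursicon conditioned medium at about half maximal strength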
EWS-Fli block: inhibitors of EWS/Fli oncoprotein transcriptional activity; A673 NR0B1-luciferase reporter, viability-normalised; inhibition, % at 12.6 µM; 350,000 compounds, 0.67% hits;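 active means mean inhibition of at least 50% after viability correction, with every replicate also passing that limit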;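 further: firefly luciferase signal divided by Alamar Blue viability fluorescence both relative to DMSO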
PAX8 inh HTS: inhibitors of PAX8 transcriptional activity in RMG-I cells; 360,000 compounds, 1.2% hits; inhibition, % at 12.6 µM; RMG-I TPO-luciferase reporter, SteadyGlo, 24 h;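 active means mean replicate inhibition at least 60% with every replicate also reaching 60%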;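 further: luciferase light reporting Pax8 driven TPO promoter activity; plate controls were median of neutral control wells for no effect and mitoxantrone controls for full effect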
PGC1a acetyl inh: lowers PGC1a acetylation signal in U2OS cells | 350,000 compounds, 0.17% hits | inhibition, % at 15.6 µM | AlphaScreen anti-acetyl-lysine; with virally co-expressed GCN5 acetyltransferase;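 active means every replicate shows inhibition of at least 40%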;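 further: 0% = neutral control wells and 100% = positive control wells; some results beyond the cut were filed as inactive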
S100A4 MyoIIA: S100A4-myosin IIA interaction inhibition. P26447. S100A4/TAMRA-MyoIIA peptide fluorescence polarization. inhibition, % at 10.7 µM. 360,000 compounds, 0.14% hits. AID 652163;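 active means mean inhibition of at least 70% across replicates, with every replicate also reaching that level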
Target sequence (P26447 whole entry, looked up): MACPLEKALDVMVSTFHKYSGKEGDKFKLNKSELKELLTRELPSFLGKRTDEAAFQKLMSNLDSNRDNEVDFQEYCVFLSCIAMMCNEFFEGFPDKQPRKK
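incubation = readout 5 min after mixing, signal stable up to 60 min | system = S100A4 monomer protein | buffer or medium = HEPES pH 7.2 with CaCl2, KCl, NaCl, DTT, Triton | benchmarks = neutral control DMSO, positive control TFP | also added = fluorescent myosin IIA peptide, 5 nM | compound dosing = one concentration per compound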
PglD inh: PglD (C. jejuni) enzyme inhibition | inhibition, % at 12.5 µM | purified PglD enzyme, DTNB colorimetric CoA detection | 360,000 compounds, 0.098% hits; in the data active means inhibition above about 16%, passing the limit was not always enough; further: strong numbers were not always called active
FN deposition inh: fibronectin deposition inhibition; AH1F fibroblasts, Alexa488-fibronectin deposition fluorescence, overnight; inhibition, % at 12.6 µM; 350,000 compounds, 0.086% hits;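 active means mean inhibition across replicates of 30% or more, regardless of how many single replicates reach that level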;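 further: positive control wells lacked labelled fibronectin entirely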
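material = AH1F fibroblast monolayer depositing Alexa488-labelled fibronectin into matrix | amount = 10000 AH1F cells/well | buffer or medium = DMEM plus 2% serum, read in PBS | incubation = 1 h cell adhesion before compound, then overnight fibronectin incubation | detection = fluorescence at 485 nm excitation, 525 nm emission | evaluation = percent inhibition as loss of matrix-bound fibronectin fluorescence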
ERAP1 HTS inh: ERAP1 (human) enzyme inhibition | recombinant ERAP1, Leu-AMC fluorescence, 60 min | inhibition, % at 10.7 µM | 340,000 compounds, 0.15% hits | AID 652197;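 active means mean replicate inhibition of at least 30%, or all replicates individually reaching that 30% level; inactive means mean below 30% and not every replicate reaching it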;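 further: 0% = neutral control wells and 100% = L-leucinethiol positive control wells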
* hit, by the source's call; . = no result given; & = joins results of further samples. An unsorted share of the library; any-hit rate near 2.1%.

molecule	LGR2 antag	EWS-Fli block	PAX8 inh HTS	PGC1a acetyl inh	S100A4 MyoIIA	PglD inh	FN deposition inh	ERAP1 HTS inh
Cc1ccc(NC(=O)CC(C)S(=O)(=O)c2ccc3c(c2)NC(=O)CO3)c(Cl)c1 (centres undefined)	-6	-4	-4	-3	1	1	-3	-2
COc1ccc(S(=O)(=O)Nc2ccc3c(c2)C(=O)N([C@H](C)CO)C[C@@H](C)[C@H](CN(C)Cc2ccc(Oc4ccccc4)cc2)O3)cc1	1	31	55	7	24	1	.	-1
COCCCN(C(=S)NC(=O)c1ccc(Br)cc1)c1c(N)n(Cc2ccccc2)c(=O)[nH]c1=O	-19	-2	-2	-16	-8	.	13	-1
COc1ccc(CN(C)C[C@@H]2Oc3ccc(NS(=O)(=O)c4cn(C)cn4)cc3CC(=O)N([C@@H](C)CO)C[C@@H]2C)cc1	10	-7	1	2	-8	-1	-6	.
CCC(C)C(=O)Nc1ccc([N+](=O)[O-])cc1OC (centres undefined)	-1	0	8	9	0	-3	11	5
Cn1cnc(S(=O)(=O)N2CCCCN3[C@H](C2)[C@H](c2ccc(-c4cccc(F)c4)cc2)[C@@H]3CO)c1	25	-8	-1	-2	-3	2	.	1
COc1ccc(C(=O)NCC2CCCCC2)cc1S(=O)(=O)N1CCCC1	-1	3	5	.	-1	1	-6	-3
Cc1ccc(P(=O)(CO)c2ccc(C)cc2)cc1	-3	.	.	-8	.	-8	-4	.
Cc1cc(NC(=O)c2ccc(F)cc2)n(-c2ccccn2)n1	-9	-10	-15	.	8	.	-3	-4
Cc1nc(S(=O)(=O)Nc2ccc3c(c2)OCCO3)cn1C	-7	-10	-6	8	5	4	5	0
Cc1nn(-c2ccccc2)c(C)c1NC(=O)Cc1cccs1	-11	-7	-13	2	1	1	3	.
O=C(Cc1cccs1)Nc1nnc(SCC(=O)N2CCCCC2)s1	.	.	4	-4	.	1	-8	.
Cc1cccc(NC(=O)CN2C(=O)N/C(=C/c3cc(C)n(-c4ccncc4)c3C)C2=O)c1	9	9	-3	3	-2	-10	-2	-6
O=C(COC(=O)Cc1ccc(Br)cc1)NCc1ccc(F)cc1	10	-2	13	.	-4	.	-4	6
CCOc1ccc(NC(=O)CN(C)C(=O)c2cccnc2SC)cc1OCC	-14	0	.	.	8	6	-6	3
CNC(=O)c1cccc(NC(=O)CCCNC(=O)c2ccc(Cl)cc2)c1	4	3	-5	.	-18	-1	3	1
Cn1c(=O)c2sccc2n2c(CCCC(=O)NC3CCN(Cc4ccccc4)CC3)nnc12	-5	8	15	4	3	-2	-3	2
O=C(NCc1ccccc1)c1onc(CS(=O)(=O)c2ccc(Cl)cc2)c1C(=O)NCc1ccccc1	1	18	-22	-9	-7	-1	-19	-3
COc1cccc(C2NC(=O)NC(C)=C2C(=O)Nc2ccc(C)cc2)c1 (centres undefined)	5	-7	2	9	0	-7	5	3
Cc1ccc(CN2CC(C(=O)NCC(=O)Nc3c(C)cccc3C)CC2=O)cc1 (centres undefined)	-5	0	-1	.	-3	6	-11	-2
N#Cc1cc([N+](=O)[O-])ccc1NC(=O)COC(=O)C1CC2CCCC(C1)C2=O (centres undefined)	4	5	14	.	-6	.	5	0
O=C(NCCc1nc(-c2ccc(F)cc2)no1)c1ccc(F)cc1	9	-10	-5	-7	-4	4	-16	1
O=C(C1=C[C@H](c2ccc3c(c2)Cc2ccccc2-3)C[C@H](OCCCCO)O1)N1CCCCC1	.	-48	-82	-4	-16	0	.	2
c1ccc(-c2cnc(C3CCCCC3)o2)cc1	-42	-33	6	10	1	1	.	3
O=C(CCn1nnnc1CN1CCOCC1)N1CCC(c2ccccc2Cl)C1 (centres undefined)	-5	-2	-5	.	-6	-2	4	1
Cc1cccc(N2CCN(C(=O)c3ccccc3OCc3c(C)noc3C)CC2)c1C	18	6	20	-2	1	-2	1	2
O=C(NCC(c1ccco1)N1CCCC1)c1cccc(S(=O)(=O)Nc2ccc(Br)cc2)c1 (centres undefined)	-27	1	-3	-1	2	-5	5	-1
COc1ccc(S(=O)(=O)Nc2nnc(CC(C)(C)C)s2)cc1	11	0	8	4	-3	.	0	0
C=CCNC(=O)C1(c2ccccc2)CC1(Cl)Cl (centres undefined)	3	-4	2	.	-1	0	0	2
CC(=O)c1sc2nc(-c3ccc(C)cc3)c3c(c2c1N)CCCC3	10	.	13	-8	.	-2	-5	.
CC(Sc1nc2ccccc2s1)C(=O)NC1CCCc2ccccc21 (centres undefined)	-4	.	26	-51	.	-3	-1	.
CC(=O)n1cc([C@@H]2C=C(C(=O)N3CCN(Cc4ccc5c(c4)OCO5)CC3)O[C@H](OCc3ccc(CO)cc3)C2)c2ccccc21	4	11&22	11&39	-3	6&2	3&-2	3	-4
Cc1ccc(C(=O)N/C(=C\c2ccc(-c3ccc(Br)cc3)o2)C(=O)NC2CCS(=O)(=O)C2)cc1 (centres undefined)	5	3	11	.	-1	.	-5	-1
Cc1ccc(-n2c(C)cc(C3=NNC(=NC4CC4)SC3)c2C)cc1C	-24	-21	-75	.	-3	.	-7	-5
COc1ccc(CC(=O)NCC(=O)NCc2cc(=O)n(C)c(=O)n2C)cc1	-1	3	-2	-7	-2	4	-6	1
CCNC(=O)C[C@@H]1CC[C@H](NC(=O)NC2CCCCC2)[C@@H](CO)O1	15	-3	6	-3	6	3	3	1
COc1ccc2c(c1)C(=O)C(=O)N2CCS(=O)(=O)c1ccccc1	4	.	11	7	0	.	16	3
Cc1ccc(CN2CCN(Cc3cnc(N4CCOCC4)s3)CC2CCO)cc1 (centres undefined)	10	4	9	-1	-4	.	-5	1
Cc1cccc(C(=O)NN/C=C/C(=O)c2ccccc2)c1	-10	9	14	17	-4	9	-10	-5
Cc1[nH]c2ccccc2c1/C=N/NC(=O)c1cc(-c2ccccc2)n[nH]1	23	-2	4	-5	-1	-9	-10	-4
C[C@H]1CNC(=O)C(=O)N1C[C@H](Cc1ccc(O)cc1)NC(=O)CC12CC3CC(CC(C3)C1)C2	15&3	-12	3	-4	1&0	-1	-5	-4&-7
Cc1cc([N+](=O)[O-])ccc1NC(=O)c1cccc(NC(=O)C(C)C)c1	-20	-47	-115	.	-4	.	3	5
COc1ccc2c(-c3ccc(SC)cc3)c(-c3ccc(S(C)(=O)=O)cc3)sc2c1	5	8	-1	-6	-4	3	-8	9
Cc1ccccc1OCc1nnc(SCc2cc(=O)[nH]c3ccccc23)n1-c1ccccc1	14	12	71*	-11	1	-1	-5	-3
COc1ccc(CN(C2CCCCC2C)S(=O)(=O)c2ccc(S(=O)(=O)N(C)C)cc2)cc1OC (centres undefined)	.	12	11	.	1	.	16	2
Cc1ccc(S(=O)(=O)N2CCC(=O)N(CCOCc3ccc(Cl)cc3)CC2)cc1	6	16	-1	.	2	-3	0	5
CCOc1ccccc1NC(=O)CSc1nnc(CNC(=O)c2cc(OC)c(OC)c(OC)c2)o1	9	.	11	-1	-5	1	1	-7
O=C([C@@H]1[C@@H](CO)[C@@H]2Cn3c(ccc(C4=CCCCC4)c3=O)[C@H]1N2Cc1nccs1)N1CCCCC1	-14	-6	-10	.	6	-1	8	2
Cc1ccc(S(=O)(=O)N2[C@@H](Cc3ccccc3)CO[C@H]2CC(=O)c2ccc(F)cc2)cc1	1	6	-18	.	-6	.	0	-6
O=C(Cc1ccc(Br)cc1)N1CCN(C(=O)c2ccco2)CC1	-5	-5	-27	.	0	-4	4	-3
C[C@@H]1CN([C@H](C)CO)S(=O)(=O)c2ccc(C#CC3CC3)cc2O[C@@H]1CN(C)C(=O)C1CCCCC1	32	30	.	0	.	.	-6	.
COc1ccc(NC(=S)Nn2cnnc2)cc1OC	.	4	-13	1	0	.	10	-7
CCN(CC)C(=O)c1ccc(-c2nnc(OC)c3ccccc23)cc1	.	-6	-15	0	0	.	7	1
COC(=O)c1ccc(Cn2nnc3c(=O)[nH]c(C4CCCN(S(=O)(=O)c5cccc(Cl)c5)C4)nc32)cc1 (centres undefined)	-7	1	-7	8	1	3	4	1
COc1ccc(-c2cnc3c(c2)C(=O)N([C@@H](C)CO)C[C@H](C)[C@@H](CN(C)C(=O)CN(C)C)O3)cc1	-8	-20	.	11	-8	-2	9	-3
Cc1cc(NC(=O)CCCN2C(=O)c3cccnc3C2=O)ccc1Br	-1	1	8	-1	-1	.	-6	-8

Of the compounds above, 3 contain a furan ring, fused or not.
molecule	LGR2 antag	EWS-Fli block	PAX8 inh HTS	PGC1a acetyl inh	S100A4 MyoIIA	PglD inh	FN deposition inh	ERAP1 HTS inh
O=C(NCC(c1ccco1)N1CCCC1)c1cccc(S(=O)(=O)Nc2ccc(Br)cc2)c1 (centres undefined)	-27	1	-3	-1	2	-5	5	-1
Cc1ccc(C(=O)N/C(=C\c2ccc(-c3ccc(Br)cc3)o2)C(=O)NC2CCS(=O)(=O)C2)cc1 (centres undefined)	5	3	11	.	-1	.	-5	-1
O=C(Cc1ccc(Br)cc1)N1CCN(C(=O)c2ccco2)CC1	-5	-5	-27	.	0	-4	4	-3

(continued)
molecule	LGR2 antag	EWS-Fli block	PAX8 inh HTS	PGC1a acetyl inh	S100A4 MyoIIA	PglD inh	FN deposition inh	ERAP1 HTS inh
Cc1cccc(OCCC(=O)NCC(c2ccccc2)N(C)C)c1 (centres undefined)	.	.	-3	-8	.	3	5	.
COc1ccc(-c2csc(NC(=O)C3CSC4(C)CCC(=O)N34)n2)c(OC)c1 (centres undefined)	5	-10	-11	-5	-2	4	-6	-5
Cc1ccc(C)c(NCC(=O)c2ccc(Cl)cc2)c1	16	17	18	-15	-2	0	-3	-3
Cn1c(SCc2ccccc2)nc2c1c(=O)[nH]c(=O)n2C	-5	5	7	-1	-2	6	-8	2
O=C(COC(=O)Cc1n[nH]c(=O)c2ccccc12)Nc1c(Br)cc([N+](=O)[O-])cc1Br	-9	0	1	8	5	-5	2	4
COc1ccc(C(=O)COC(=O)CN2C(=O)c3ccccc3C2=O)c(OC)c1	0	.	4	.	1	4	14	2
CCS(=O)(=O)c1cc([N+](=O)[O-])c(Sc2ccccc2N)s1	.	-11	-28	8	-4	-2	-3	0

Screening data as filed in PubChem BioAssay.
